A3G deaminase = APOBEC3G (human) deaminase inhibition; AID 493012; inhibition, % at 20 µM; recombinant A3G, ssDNA deamination FAM/TAMRA fluorescence; 330,000 tested, 0.28% active; Q9HC16;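 active = inhibition of at least 40% at 20 µM, with no more than 30% in the related APOBEC3A deaminase screen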;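 note: plate controls were DMSO wells with A3G for no effect and wells lacking A3G enzyme for full effect; some compounds called inactive have numbers as strong as hits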
hIAP activ = human IAP activation | P09923 | purified human IAP, CDP-Star luminescence, 30 min; hits give high values; 1 = vehicle-only enzyme, 0 = enzyme-free background | activation factor at 10 µM | 330,000 tested, 0.16% active;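 active = activation factor of the enzyme at least 2-fold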; note: the source names both 10 and 20 µM as test concentration; values of inactives mirror those of a sister screen read the other way
Target sequence (P09923 whole entry, looked up): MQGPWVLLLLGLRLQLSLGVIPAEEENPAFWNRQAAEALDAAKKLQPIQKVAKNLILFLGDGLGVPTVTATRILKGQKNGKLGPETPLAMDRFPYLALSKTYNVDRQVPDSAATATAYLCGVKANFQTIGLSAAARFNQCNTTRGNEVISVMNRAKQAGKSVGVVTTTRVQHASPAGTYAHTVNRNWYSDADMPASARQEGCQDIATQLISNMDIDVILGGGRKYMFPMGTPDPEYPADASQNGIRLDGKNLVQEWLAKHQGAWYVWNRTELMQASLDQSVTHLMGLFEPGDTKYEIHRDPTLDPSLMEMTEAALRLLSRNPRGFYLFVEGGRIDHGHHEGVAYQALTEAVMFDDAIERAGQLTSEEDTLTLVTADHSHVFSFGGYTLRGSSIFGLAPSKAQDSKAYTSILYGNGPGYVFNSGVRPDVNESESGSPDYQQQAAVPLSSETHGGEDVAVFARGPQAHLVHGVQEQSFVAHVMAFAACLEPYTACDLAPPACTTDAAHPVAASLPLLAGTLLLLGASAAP
mIAP act = increases mouse intestinal alkaline phosphatase activity; muIAP, CDP-Star luminescence, 30 min; hits give high values; 1 = vehicle-only enzyme signal, 0 = enzyme-free wells; activation factor at 10 µM; 330,000 tested, 0.24% active;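 active = activation factor of at least 2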; note: the source names both 10 and 20 µM as test concentration; values of inactives mirror those of a sister screen read the other way
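System: mouse IAP enzyme. Reagent: CDP-Star chemiluminescent phosphatase substrate. Benchmarks: DMSO wells, no-enzyme wells. Times: 30 min enzyme-substrate-compound incubation at room temperature. Detection: luminescence from enzymatic CDP-Star hydrolysis. Doses: test compounds delivered from DMSO solution.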
NLRP3 yeast inh = NALP3 inhibition in yeast. Yeast reconstituted NLRP3/ASC/caspase-1, beta-gal luminescence, 24 h. inhibition, % at 10 µM. 330,000 tested, 0.39% active. AID 2825;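 active = inhibition of 50% or more; inactive = inhibition below 50%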;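 note: plate controls were induced DMSO wells for no effect and uninduced yeast grown without galactose for full effect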
APOBEC3A inh = blocks human APOBEC3A ssDNA deamination; AID 493011; recombinant A3A, FAM/TAMRA ssDNA deamination fluorescence; P31941; 330,000 tested, 0.41% active; inhibition, % at 20 µM;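 active = at least 40% inhibition at 20 µM here, with at most 30% in a related deaminase screen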;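 note: plate controls were A3A with DMSO for no effect and wells lacking A3A enzyme for full effect; some results filed as inactive read as strong as hits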
Target sequence (P31941 whole entry, looked up): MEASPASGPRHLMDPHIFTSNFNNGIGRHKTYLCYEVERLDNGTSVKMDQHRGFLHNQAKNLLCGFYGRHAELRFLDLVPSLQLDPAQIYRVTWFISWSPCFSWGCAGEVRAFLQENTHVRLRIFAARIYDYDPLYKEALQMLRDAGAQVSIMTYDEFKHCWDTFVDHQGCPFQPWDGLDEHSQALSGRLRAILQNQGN
SENP1 inh = blocks the human SENP1 SUMO protease catalytic domain; Q9P0U3; recombinant SENP1 catalytic domain, CyPet-SUMO1-YPet FRET cleavage; inhibition, % at 10 µM; 360,000 tested, 0.21% active; AID 624204;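 active = inhibition at least 30% at 10 µM, raw YFP signal under a set limit, fluorescence ratio 0.5 to 1.5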;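 note: 0% = enzyme with DMSO and 100% = no enzyme wells; some results filed as inactive read as strong as hits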
Target sequence (Q9P0U3 419-644 limits assumed): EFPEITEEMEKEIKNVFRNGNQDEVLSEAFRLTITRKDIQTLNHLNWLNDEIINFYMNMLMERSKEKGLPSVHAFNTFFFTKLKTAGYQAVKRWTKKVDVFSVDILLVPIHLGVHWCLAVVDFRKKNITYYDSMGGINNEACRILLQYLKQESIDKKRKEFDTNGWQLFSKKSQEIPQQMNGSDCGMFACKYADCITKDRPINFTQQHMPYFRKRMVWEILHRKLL
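Test system: recombinant human SENP1 catalytic domain, His6-tagged / Medium: pH 8 Tris buffer with EDTA, NaCl, BME, BSA, NP40, catalase / Also added: SUMO1 FRET substrate flanked by Cypet and Ypet, 25 nM / Times: 50 min reaction at room temperature / Signal: FRET, CFP and YFP emission / Control set: no-enzyme low control and enzyme-plus-DMSO high control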
mIAP inh = blocks mouse intestinal alkaline phosphatase | 330,000 tested, 0.2% active | purified mouse IAP, CDP-Star luminescence, 30 min | inhibition, % at 10 µM;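 active = inhibition of at least 40% at 10 µM in the primary screen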;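 note: plate controls were DMSO with enzyme for no effect and no enzyme wells for full effect; values of inactives mirror those of a sister screen read the other way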
beta cell repl = MIN6 beta-cell proliferation induction | MIN6 cells proliferation, ATPlite luminescence, 48 h; cells starved in 0.2% serum; 100% = growth in 10% serum | proliferation, % at 10 µM | 330,000 tested, 0.29% active;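 active = compounds whose signal lies at least 3.5 SD above the mean of all wells on their plate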;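 note: 0% = DMSO-treated cells in low-serum medium and 100% = 10% serum control; some compounds called inactive have numbers as strong as hits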
hIAP inh = blocks human intestinal alkaline phosphatase. P09923. 330,000 tested, 0.12% active. purified IAP, CDP-Star luminescence, 30 min. AID 2544. inhibition, % at 10 µM;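 active = inhibition reaching a set limit with compound at 10 µM in the primary screen, cut at about 35% in these data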;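 note: plate controls were DMSO wells with enzyme for no effect and no-enzyme buffer wells for full effect; values of inactives mirror those of a sister screen read the other way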
* hit, by the source's call; · = not tested or not shown. This is a subset; rates above refer to the full screens.

SMILES | A3G deaminase | hIAP activ | mIAP act | NLRP3 yeast inh | APOBEC3A inh | SENP1 inh | mIAP inh | beta cell repl | hIAP inh
C=C1CCC[C@]2(C)C[C@H]3OC(=O)C(CN4CC(C)OC(C)C4)[C@H]3C[C@@H]12 (some centres not stated) | -7 | 1.1 | 0.96 | 17 | -1 | 1 | 4 | -1 | -9
COc1cc(CNC(=O)CCC(=O)N2C[C@H]3C[C@H](C2)c2cccc(=O)n2C3)cc(OC)c1OC | -10 | 1.1 | 0.9 | 22 | -3 | 0 | 10 | -1 | -6
CN(C)S(=O)(=O)c1ccc(N2CCOCC2)nc1 | -10 | 1 | 0.91 | 15 | -8 | 1 | 9 | -2 | -4
O=C(c1ccc2c(c1)OCO2)N1CCc2ccccc21 | -9 | 0.8 | 0.92 | 16 | -1 | -1 | 8 | -2 | 20
Cc1ccccc1-n1nc(C(=O)c2cccs2)cc(-c2nc3ccccc3[nH]2)c1=N | -4 | 1.1 | 0.99 | 5 | -3 | -22 | 1 | -6 | -14
O=C(CNC(=O)C12CC3CC(CC(C3)C1)C2)OCC(=O)N1CCCCC1 | -6 | 0.96 | 1 | 3 | 0 | 1 | 0 | -3 | 4
O=C(NCCN1CCN(C(=O)c2ccc(F)cc2)CC1)c1ccc(F)cc1 | -8 | 0.86 | 1 | 5 | 1 | 2 | -1 | -1 | 14
CN(C)S(=O)(=O)N1CCC(Cc2ccccc2)CC1 | -3 | 1.1 | 1 | -13 | -2 | 0 | 0 | -1 | -6
Cc1c(C(=O)NCc2ccc3c(c2)OCO3)oc2ccc(S(=O)(=O)N3CCCCC3)cc12 | -2 | 0.95 | 0.92 | 21 | 3 | 2 | 8 | -4 | 5
O=C(Nc1ccccc1F)C(c1ccccc1)c1ccccc1 | -7 | 1.1 | 1.1 | 13 | -1 | 2 | -6 | -2 | -13
CN(C)/C=N/c1nc2ccc3c(c2s1)CCCC3 | -6 | 1.1 | 1 | 30 | -6 | -3 | -3 | -3 | -7
COC(=O)c1sccc1NC(=O)COc1ccc(Cl)cc1 | -1 | 0.95 | 0.97 | 35 | 3 | 2 | 3 | 0 | 5
COc1ccc(C(=O)N/N=C/c2ccc(OC)c(COc3c(F)c(F)cc(F)c3F)c2)cc1 | -3 | 0.97 | 1 | 19 | 0 | 1 | 0 | -3 | 3
O=c1onc(-c2cccnc2)n1-c1ccccc1F | -7 | 1 | 0.98 | 1 | -5 | -1 | 2 | 5 | -2
COc1cc(C(N)=O)cc(Cl)c1OC | -4 | 0.94 | 1 | 8 | 0 | 0 | -3 | -2 | 6
O=[N+]([O-])c1ccc(N2CCCCC2)c(-c2nn[nH]n2)c1 | 0 | 0.97 | 1 | 19 | -2 | 1 | -5 | 2 | 3
CCC(=O)OCCn1c(=O)c2ccccc2c2ccccc2c1=O | -6 | 0.96 | 1 | 11 | 1 | 0 | -5 | 0 | 4
CCOc1ccc(NC(=O)CCc2nnc3ccc(N4CCC(C)CC4)nn23)cc1 | -2 | 0.92 | 0.92 | 18 | 0 | -1 | 8 | -7 | 8
C/C(=N\NC(=S)Nc1cc(S(=O)(=O)N2CCOCC2)ccc1Cl)c1ccccc1F | -5 | 1.1 | 0.86 | 31 | 0 | 0 | 14 | -2 | -15
COc1cccc(N2C(=O)CC(N3CCN(c4ccc([N+](=O)[O-])cc4)CC3)C2=O)c1 (configuration not stated) | -7 | 1.1 | 0.95 | 9 | -6 | -3 | 5 | -1 | -6
COc1ccc(/C=N/Nc2ccc(C(=O)O)cc2)cc1Br | -4 | 1.1 | 0.98 | 14 | -3 | -2 | 2 | 1 | -11
Cc1ccc(S(=O)(=O)Nc2cccc(N(C)S(C)(=O)=O)c2)cc1[N+](=O)[O-] | 0 | 0.98 | 1 | 0 | 2 | 0 | 0 | 2 | 2
O=C(CNC(=O)c1ccc(Cl)cc1Cl)OCc1nnc(-c2ccccc2Br)o1 | -6 | 1.1 | 1 | 22 | 1 | 2 | 0 | -2 | -10
S=c1nc(-c2ccccc2)[nH]c2ccccc12 | -11 | 0.96 | 0.87 | 6 | 0 | 0 | 13 | -4 | 4
Cc1ccc(NC(=O)C(NC2CCCc3ccccc32)c2ccccc2)cc1Cl (configuration not stated) | -3 | 0.9 | 1.4 | -3 | 1 | -3 | -36 | -5 | 10
N#CCCN1CCN(S(=O)(=O)c2ccc(S(=O)(=O)NCC3CCCO3)cc2)CC1 (configuration not stated) | -2 | 1.1 | 0.98 | 16 | 3 | 2 | 2 | 0 | -6
Cc1ccc(C(=O)Nc2nnc(C)s2)cc1 | -10 | 1 | 0.99 | 20 | -3 | -10 | 1 | -4 | -2
CC1CCCC(NC(=O)c2cccc(N3CCCC3=O)c2)C1C (configuration not stated) | -5 | 0.97 | 0.96 | 8 | -3 | -2 | 4 | -3 | 3
COc1ccc(NS(=O)(=O)c2cc3c4c(c2)CCN4C(=O)CC3)cc1OC | -4 | 0.87 | 0.99 | 16 | -3 | 1 | 1 | -1 | 13
CCOP(=O)(OCC)C(NC(=O)Nc1ccc(Cl)cc1)c1ccccc1 (configuration not stated) | -4 | 1.3 | 2* | 11 | 0 | 1 | -103 | 4 | -33
Cn1c(=O)c2[nH]c(N3CCN(c4ccccn4)CC3)nc2n(C)c1=O | -6 | 1.1 | 0.98 | -8 | -3 | · | 2 | 3 | -7
COc1cccc(OC)c1OCCCOc1cccc2cccnc12 | -4 | 0.99 | 0.9 | 10 | 1 | 0 | 10 | -2 | 1
CCCn1c(=O)c(C(=O)Nc2cc(C)ccn2)c(O)c2ccccc21 | -7 | 0.9 | 0.99 | 18 | -7 | 1 | 1 | -2 | 10
CCc1cc(C(=O)Nc2ccc(C)cc2Br)cs1 | -1 | 0.85 | 1 | 22 | -2 | 2 | -1 | 0 | 15
Cc1[nH]c2ccccc2c1C(=O)CSc1ncn[nH]1 | 1 | 1.1 | 0.88 | 6 | 1 | 2 | 12 | -2 | -6
COc1ccc(CC(=O)N/N=C/c2ccc(Cl)s2)cc1OC | -15 | 1.2 | 0.89 | 8 | -5 | -1 | 12 | -7 | -22
CN(Cc1ccon1)C(=O)CCc1nnc(Cc2ccc(-c3ccccc3)cc2)o1 | 2 | 1 | 0.94 | 4 | 2 | 2 | 6 | -3 | -2
C=C1C[C@H](O[C@@H]2O[C@H](CO)[C@@H](O)[C@H](O)[C@H]2O)[C@@H]2[C@H](OC(=O)[C@H]2C)[C@H]2[C@H](C)[C@@H](O)C[C@@H]12 | -7 | 1 | 0.99 | 5 | 14 | -2 | 1 | 3 | -2
O=C(CSc1nnc2nnc3ccccc3n12)N1CCOCC1 | -3 | 0.96 | 0.99 | 5 | -5 | 2 | 1 | -1 | 4
COc1ccc([N+](=O)[O-])cc1NC(=O)C(C)OC(=O)CC1CCCC1 (configuration not stated) | -3 | 0.79 | 0.83 | 28 | -2 | 4 | 17 | 3 | 22

Four compounds from above, sorted by molar mass, lowest first.
SMILES | A3G deaminase | hIAP activ | mIAP act | NLRP3 yeast inh | APOBEC3A inh | SENP1 inh | mIAP inh | beta cell repl | hIAP inh
Cc1[nH]c2ccccc2c1C(=O)CSc1ncn[nH]1 | 1 | 1.1 | 0.88 | 6 | 1 | 2 | 12 | -2 | -6
O=C(CSc1nnc2nnc3ccccc3n12)N1CCOCC1 | -3 | 0.96 | 0.99 | 5 | -5 | 2 | 1 | -1 | 4
CCCn1c(=O)c(C(=O)Nc2cc(C)ccn2)c(O)c2ccccc21 | -7 | 0.9 | 0.99 | 18 | -7 | 1 | 1 | -2 | 10
COc1cccc(OC)c1OCCCOc1cccc2cccnc12 | -4 | 0.99 | 0.9 | 10 | 1 | 0 | 10 | -2 | 1

More results follow:
SMILES | A3G deaminase | hIAP activ | mIAP act | NLRP3 yeast inh | APOBEC3A inh | SENP1 inh | mIAP inh | beta cell repl | hIAP inh
Cc1nn(Cc2ccccc2Cl)c(C)c1C(=O)Nc1nnc(C2CC2)s1 | -8 | 1.3 | 0.96 | 1 | -2 | 1 | 4 | -1 | -29
CC1CCCC(C)N1/N=C/c1ccc([N+](=O)[O-])cc1 (configuration not stated) | 2 | 0.79 | 0.89 | 13 | 1 | -6 | 11 | -2 | 21
CC(=O)Oc1ccc(OC(C)=O)c(S(=O)(=O)c2ccc(C)c(C)c2)c1 | -6 | 1 | 1.1 | 20 | -4 | 0 | -6 | -4 | -4
C[C@]12CC[C@@H]3c4ccc(OC(=O)c5ccccc5)cc4CC[C@H]3[C@@H]1CC[C@@H]2O | -6 | 0.94 | 0.86 | 27 | -1 | 3 | 14 | -8 | 6
COc1ccc(CC(=O)N[C@@H](CCSC)c2nc3ccccc3[nH]2)cc1 | 2 | 1 | 1.1 | 14 | 7 | -4 | -9 | -1 | -2
CC1(C)CC(c2nc(-c3ccc([N+](=O)[O-])cc3)cs2)CCO1 (configuration not stated) | 0 | 1.1 | 0.99 | -107 | 3 | 1 | 1 | -3 | -8
CCC(Oc1ccccc1)C(=O)Nc1ncc([N+](=O)[O-])s1 (configuration not stated) | -10 | 0.94 | 0.8 | 21 | 0 | -21 | 20 | -2 | 6
O=C(CN1C(=O)NC2(CCCCC2)C1=O)NCCc1ccccc1 | -2 | 0.94 | 1.1 | 1 | 9 | 1 | -9 | -3 | 6
CC1CN(S(=O)(=O)c2cccc(-c3csc(-c4ccccc4)n3)c2)CC(C)O1 (configuration not stated) | -6 | 0.92 | 0.9 | 4 | -4 | -3 | 10 | -5 | 8
Cc1cccc(NC(=S)N2CCN(Cc3ccc4c(c3)OCO4)CC2)c1C | 2 | 0.95 | 1.1 | 28 | 0 | -2 | -6 | 0 | 5
CC(C)(C)c1ccc(C(=O)N/C(=C\c2cccc([N+](=O)[O-])c2)C(=O)Nc2cccc(C(=O)O)c2)cc1 | -7 | 0.94 | 0.96 | 15 | -5 | 1 | 4 | 2 | 6
CCOC(=O)N1CCN(CC(O)c2ccc3c(c2)CCN3)CC1 (configuration not stated) | -6 | 1 | 0.99 | 4 | -3 | -1 | 0 | -2 | 0
O=C(CN1C(=O)S/C(=C\C=C\c2ccccc2)C1=O)Nc1ccc(O)cc1 | -6 | 0.85 | 0.87 | 12 | 1 | 3 | 13 | -6 | 15
Cn1ncc(-c2ccno2)c1C(=O)O | -7 | 1.2 | 1 | 17 | -1 | 3 | -1 | -2 | -20
COC(=O)c1c(-c2cccc(C)c2)csc1NC(=O)C1CCCO1 (configuration not stated) | 1 | 0.92 | 0.9 | -13 | 2 | 0 | 10 | -4 | 8
CS(=O)(=O)N(CC(=O)N1CCN(C(c2ccccc2)c2ccccc2)CC1)C1CCCCC1 | -2 | 1 | 1.1 | -4 | 2 | 0 | -11 | -3 | -4
Cc1ccc2nc(Cl)c(/C=N/NC(=O)c3ccccc3O)cc2c1 | -4 | 0.96 | 0.92 | 30 | 2 | -2 | 8 | -5 | 4
Cc1ccc(OCCCC(=O)Nc2ccc3c(c2)OCO3)cc1 | -2 | 0.9 | 1.1 | 36 | 2 | -1 | -10 | -3 | 10
COc1ccc(/C=C/c2ccncc2)c2ccccc12 | -4 | 0.92 | 0.94 | 10 | 2 | 2 | 6 | 0 | 8
